KB-V1 MDR tox: kills drug-selected multidrug resistant KB-V1 cells; KB-V1 MDR cells viability, CellTiter-Glo, 72 h; Potency, µM (titrated, usually from 46.1 µM), for inactives: at the highest dose activity change, negative = cytotoxicity, hits mostly cytotoxic; 3.4% of 400,000 active; further: potency means the concentration at half of the fitted maximal effect; on the % scale 0 is the no-effect control and ±100 the full control effect; nearly all actives have a fitted effect of over 60% in size
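Cytotoxicity toward P-gp-expressing KB-V1 cells was determined as loss of CellTiter-Glo luminescence after 72 h at 37 degrees C. Compounds were tested in quantitative HTS format across a concentration range, with curves fitted to normalized data.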
D3 antag: antagonists of human D3 dopamine receptor. P35462. 2.5% of 360,000 active. max response, negative = inhibition, %. AID 652054. D3R cells, DiscoveRx beta-arrestin luminescence, antagonist mode; active compounds read low; in the data active means max response below about -50%; inconclusive means no clear call, values can overlap the other calls; further: on the % scale 0 is the no-effect control and ±100 the full control effect; mostly tested at two doses, the higher about 12 µM
Target sequence (P35462 whole entry, looked up): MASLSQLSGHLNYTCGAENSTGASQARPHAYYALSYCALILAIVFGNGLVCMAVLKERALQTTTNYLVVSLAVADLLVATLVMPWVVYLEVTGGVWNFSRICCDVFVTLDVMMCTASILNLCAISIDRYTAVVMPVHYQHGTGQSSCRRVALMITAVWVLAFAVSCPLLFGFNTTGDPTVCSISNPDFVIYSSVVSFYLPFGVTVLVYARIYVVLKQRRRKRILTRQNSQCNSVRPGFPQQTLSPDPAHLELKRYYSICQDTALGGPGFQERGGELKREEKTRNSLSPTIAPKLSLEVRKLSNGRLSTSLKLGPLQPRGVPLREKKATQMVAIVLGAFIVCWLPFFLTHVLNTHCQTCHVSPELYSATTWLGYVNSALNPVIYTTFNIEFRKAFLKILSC
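Cells expressing the human receptor were seeded at 1500 cells/well, incubated overnight at 37 degrees C in 5% CO2, then exposed to library compounds with dopamine controls for 90 minutes at 37 degrees C before luminescent detection.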
HT1080-NT tox: kills 2HG-producing HT-1080-NT fibrosarcoma cells; HT-1080-NT fibrosarcoma viability, CellTiter-Glo ATP luminescence, 48 h; Potency, µM (titrated, usually from 46.1 µM), without a hit: top-dose activity, negative = less viability, actives largely listed as cytotoxic; 1.6% of 360,000 active; AID 686970;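 further: NT is the 2HG producing partner of a matched IDH1 knockdown line; potency means the concentration at half of the fitted maximal effect; 0% = DMSO-treated cells and -100% = media-only wells without cells; nearly all actives have a fitted effect of over 55% in size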
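Compounds were tested in concentration-response format on HT-1080-NT cells for 48 hours at 37 degrees C. Cell viability came from CellTiter-Glo luminescence; curves were classified by r2, response magnitude and activity.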
GLP1R ag: activates the human GLP-1 receptor | 0.007% of 380,000 active | P43220 | HEK293 GLP-1R CRE-luciferase, luminescence, 4-6 h; cells express a hypersensitive GLP-1R form | Potency, µM (titrated, usually from 45.6 µM), without a hit: at the highest dose activation, most hits filed as activators | AID 624172; further: potency means the concentration at half of the fitted maximal effect; % of control where 0% means no effect
Target sequence (P43220 whole entry, looked up): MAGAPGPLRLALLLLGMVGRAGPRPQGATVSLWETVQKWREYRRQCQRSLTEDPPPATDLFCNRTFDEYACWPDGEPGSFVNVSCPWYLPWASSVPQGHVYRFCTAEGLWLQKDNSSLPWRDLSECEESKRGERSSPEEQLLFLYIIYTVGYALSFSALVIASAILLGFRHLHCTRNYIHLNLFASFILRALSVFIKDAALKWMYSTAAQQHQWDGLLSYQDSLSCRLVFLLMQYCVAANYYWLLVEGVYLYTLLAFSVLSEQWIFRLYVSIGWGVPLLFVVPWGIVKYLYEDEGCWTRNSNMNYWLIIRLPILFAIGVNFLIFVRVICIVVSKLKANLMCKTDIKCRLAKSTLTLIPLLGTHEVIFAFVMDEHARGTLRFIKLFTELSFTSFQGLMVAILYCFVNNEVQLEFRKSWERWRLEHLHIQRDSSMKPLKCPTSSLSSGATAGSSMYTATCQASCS
SW480 rereplic: inducers of DNA re-replication in SW480 colon cancer cells; Potency, µM (series often up to 46.1 µM), inactives show top-dose re-replication activation, usual class: activators; SW480 DNA re-replication, Hoechst DNA content imaging, 48 h; AID 624297; 1.8% of 340,000 active; further: potency means the concentration at half of the fitted maximal effect; % of control where 0% means no effect; nearly all actives have a fitted effect of over 55% in size
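Compounds, transferred as 23 nL by pin tool, were incubated with cells for 48 hr; DNA content per nucleus was then quantified by Hoechst staining and fluorescence plate imaging.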
HT1080 IDH1KD tx: HT-1080 IDH1 knockdown cell toxicity (counter line); HT-1080 IDH1 knockdown viability, ATP luminescence, 48 h; Potency, µM (top dose mostly 46.1 µM), for the others: at the top dose activity, negative = toxicity, usual class: cytotoxic; 2% of 360,000 active;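 further: potency means the concentration at half of the fitted maximal effect; 0% = DMSO wells and -100% = cell-free medium wells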
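Using the IDH1-knockdown HT-1080 line run in the same batch and compound series as the NT line, viability after 48 h at 37 °C was determined by CellTiter-Glo luminescence and expressed as % activity.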
IL-1B inflam inh: blocks inflammasome-driven IL-1 beta release; activity change, % at 57.5 µM; THP-1 LPS/ATP IL-1B secretion, AlphaLISA, 16 h; active compounds read low; 4.7% of 360,000 active; in the data active means activity change below about -50%; inconclusive means mostly about -30% to -49%; further: on the % scale 0 is the no-effect control and ±100 the full control effect
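THP-1 cells pretreated 1 hr with compounds (up to 57.5 uM final), then stimulated with LPS (250 ng/mL final) plus ATP (1.25 mM final); secreted IL-1B measured by AlphaLISA after 16 hr, decreased signal indicating inhibition.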
KB-3-1 tox: kills parental KB-3-1 adenocarcinoma cells | KB-3-1 viability, CellTiter-Glo ATP luminescence, 72 h | Potency, µM (top dose mostly 46.1 µM), inactives show at the highest dose activity change, negative = cytotoxic, hits mostly cytotoxic | 1.4% of 400,000 active; further: potency means the concentration at half of the fitted maximal effect; on the % scale 0 is the no-effect control and ±100 the full control effect; nearly all actives have a fitted effect of over 60% in size
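Cells are dispensed, compounds pinned in, plates held at 37 °C for 72 h, then CellTiter-Glo is added and luminescence read after 10 minutes. Cell line: parental KB-3-1 in phenol-red-free DMEM, 10% FBS.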
DRD3 agonist: agonists of human D3 dopamine receptor | 0.58% of 410,000 active | D3R DiscoveRx beta-arrestin cells, luminescence, 90 min | max activation, %; in the data active means max activation above about 30%; further: 0% is about no effect; mostly tested at two doses, the higher about 12 µM
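Cells at 1500/well, incubated overnight, then treated with pinned compounds (dopamine as control) for 90 min at 37 degrees C. DiscoveRx reagent added for 30 - 60 minutes at room temperature; luminescence read.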
Starred values were filed as active, the others as inactive; ? = inconclusive; / = no result given; [ ] = remark or other dose. Unless noted, the call rests on the fitted dose curve; in most records, active means well fitted curve in the direction sought with a large enough effect; inconclusive means small, poorly fitted or top-dose-only effect, or another doubt; inactive means no such curve, though single readings can be large; an effect the other way counts as inactive or inconclusive.

1. COc1ccc(-n2c(C)cc(/C=C3/SC(=S)N(C)C3=O)c2C)cc1
2. CC(=O)Nc1ccc(C(=O)OCC(=O)NC2CCCCCC2)cc1
3. CC1CCCC(NC(=O)CSC2CCCCC2)C1C (centres undefined)
4. COC(=O)CNC(=O)C1Cc2ccccc2CN1S(=O)(=O)c1ccc(F)cc1 (centres undefined)
5. C/C(=N\Nc1c(F)c(F)c(Br)c(F)c1F)c1ccncc1
6. CCOc1ccc(NC(=O)c2ccc(-c3csc(C)n3)cc2)cc1
Compound	1	2	3	4	5	6
KB-V1 MDR tox	7%	-28%	?	0%	-14%	2%
D3 antag	8	-16	-13	-7	0	0
HT1080-NT tox	-2%	-4%	-15%	11%	-26%	8%
GLP1R ag	-2%	2%	2%	-2%	33%	0%
SW480 rereplic	-86%[inhibitor]	/	-5%	-29%	-10%[9.22 µM]	-3%
HT1080 IDH1KD tx	-2%	-2%	0%	7%	-22%	3%
IL-1B inflam inh	-7	25	?	6	?	-17
KB-3-1 tox	1%	-8%	-9%	3%	-4%	0%
DRD3 agonist	1	-5	7	0	-4	4

Reprinted at random: five entries already listed, in no set order.
6. CCOc1ccc(NC(=O)c2ccc(-c3csc(C)n3)cc2)cc1
3. CC1CCCC(NC(=O)CSC2CCCCC2)C1C (centres undefined)
5. C/C(=N\Nc1c(F)c(F)c(Br)c(F)c1F)c1ccncc1
2. CC(=O)Nc1ccc(C(=O)OCC(=O)NC2CCCCCC2)cc1
1. COc1ccc(-n2c(C)cc(/C=C3/SC(=S)N(C)C3=O)c2C)cc1
Compound	6	3	5	2	1
KB-V1 MDR tox	2%	?	-14%	-28%	7%
D3 antag	0	-13	0	-16	8
HT1080-NT tox	8%	-15%	-26%	-4%	-2%
GLP1R ag	0%	2%	33%	2%	-2%
SW480 rereplic	-3%	-5%	-10%[9.22 µM]	/	-86%[inhibitor]
HT1080 IDH1KD tx	3%	0%	-22%	-2%	-2%
IL-1B inflam inh	-17	?	?	25	-7
KB-3-1 tox	0%	-9%	-4%	-8%	1%
DRD3 agonist	4	7	-4	-5	1

The list continues:
7. CC1(C)CC(=Cc2cc(O)ccc2[N+](=O)[O-])C(=O)c2ccccc21
8. COc1cc(C(C)=O)ccc1Oc1ncnc2c1cnn2-c1ccccc1
9. CC1=CC2=NCC(O)CN2C=C1 (centres undefined)
10. CCCCC(=O)OCc1nc(N)nc(Nc2ccccc2C)n1
11. Cc1cc(=O)oc2cc(OCc3ccc(C(=O)OCC(=O)Nc4ccccc4OC(F)F)cc3)ccc12
12. O=C(NCCCn1ccnc1)c1ccc(S(=O)(=O)N2CCCCCC2)cc1
Compound	7	8	9	10	11	12
KB-V1 MDR tox	?	15µM*	0%	7%	3%	-9%
D3 antag	-11	8	-14	-8	-7	-1
HT1080-NT tox	?	1%	13%	-2%	-2%	0%
GLP1R ag	9%	-8%	-14%	25%	0%	1%
SW480 rereplic	/	-4%	-8%	1%	-2%	-1%
HT1080 IDH1KD tx	?	10%	6%	-18%	0%	-4%
IL-1B inflam inh	47	-2	6	1	0	-14
KB-3-1 tox	?	-7%	5%	-1%	-1%	-6%
DRD3 agonist	2	36*	14	1	8	0

13. O=C(Nc1nccs1)c1ccc(-c2ccc(F)c(Cl)c2)o1
14. CCC1(c2ccccc2)CN(C)C1=O (centres undefined)
15. CCCS(=O)(=O)NC(=O)C1(C)CCCN(C(=O)c2ccc(OC)cc2OC)C1 (centres undefined)
16. Cc1nn(C)cc1CN(C)Cc1ccc(OCC(O)CN2CCCCC2)cc1 (centres undefined)
17. O=C1CCCc2sccc2N1
18. COc1ccc(S(=O)(=O)N2CCN(C(=O)Cc3ccsc3)CC2)cc1
Compound	13	14	15	16	17	18
KB-V1 MDR tox	-17%	22%	6%	1%	18%	-4%
D3 antag	12	-13	1	-19	4	7
HT1080-NT tox	2%	1%	?	-16%	5%	3%
GLP1R ag	3%	14%	-3%	6%	-1%	0%
SW480 rereplic	12%	/	/	1%	2%	0%
HT1080 IDH1KD tx	-9%	-1%	14%	1%	3%[9.24 µM]	15%
IL-1B inflam inh	-18	-9	32	-14	20	-6
KB-3-1 tox	-12%	1%	0%	-2%	15%	5%
DRD3 agonist	-2	-2	4	-8	1	2

19. CCN(C(=O)COC(=O)c1ccc2c(c1)OCO2)c1c(N)n(Cc2ccccc2)c(=O)[nH]c1=O
20. O=C1c2ccccc2C(=O)N1OCc1ccccc1[N+](=O)[O-]
21. Cc1ccc(NC(=O)CN(C)S(=O)(=O)c2ccc(Cl)s2)c(O)c1
22. CC(=O)Nc1ccc(S(=O)(=O)N(C)c2ccc(OCC(=O)Nc3ccccc3C(C)=O)cc2)cc1
23. CC1(C)CC(N2CCCC2)=CC(=[N+]2CCCC2)C1
24. CCCCN1C(=O)C(CC(=O)NC2CCCC2)CC(C(=O)N(C)C)=C1C (centres undefined)
Compound	19	20	21	22	23	24
KB-V1 MDR tox	1%	0%	?	?	-2%	11%
D3 antag	-5	13	-9	31	-2	-11
HT1080-NT tox	-12%	-3%	15%	-9%	?	16%
GLP1R ag	3%	1%	6%	3%	1%	-5%
SW480 rereplic	-2%	?	-4%	10%	0%	/
HT1080 IDH1KD tx	-2%	4%	-2%	-15%	?	15%
IL-1B inflam inh	12	-1	-12	-29	-8	16
KB-3-1 tox	-4%	-3%	0%	25%	18µM*	15%
DRD3 agonist	-4	5	-6	4	1	-4

25. COC(=O)[C@]1(Cc2ccccc2)N[C@H](CN(C)C(=O)c2ccccc2)[C@@H]2C(=O)N(C)C(=O)[C@@H]21
26. COCCCC1CCN(Cc2nc(-c3ccccc3)no2)CC1
27. COCCn1c(C)cc(/C=N/NC(=O)c2cccnc2)c1C
28. Cc1cccc(NC(=O)c2cc(S(=O)(=O)N3CCc4ccccc43)cn2C)c1C
29. Cc1ccc(CNC(=O)CCc2c(C)[nH]c(=O)c(C#N)c2C)cc1
30. CC1CCCCN1C(=O)Cn1c(=O)oc2ccccc21 (centres undefined)
Compound	25	26	27	28	29	30
KB-V1 MDR tox	6%	?	2%	-5%	0%	3%
D3 antag	21	5	-2	15	-9	-7
HT1080-NT tox	4%	-8%	0%	-5%	12%	-1%
GLP1R ag	-2%	9%	3%	-3%	11%	5%
SW480 rereplic	10%[9.22 µM]	-3%	-3%	1%	-6%	-4%
HT1080 IDH1KD tx	8%	-1%	-2%	-3%	12%	-3%
IL-1B inflam inh	0	46	31	0	-7	?
KB-3-1 tox	9%	1%	14%	-5%	-5%	-4%
DRD3 agonist	16	-4	-1	-1	-6	3

31. Cc1ccc(CNC(=O)c2ccc(CN3CCOCC3)cc2)cc1
32. Cc1cccc(C2N3CC4(C(C)C)CN2CC(C(C)C)(C3)C4=O)c1 (centres undefined)
33. COc1cccc(CC(=O)OCC(=O)NNC(=O)c2ccc(Br)cc2)c1
34. COc1cc2nc(NC(=O)c3ccc(S(=O)(=O)N4CCc5ccccc54)cc3)sc2cc1OC
35. COc1ccc(C(=O)Nc2ccc3[nH]ncc3c2)cc1
36. Cc1cc(C)nc(SCC(=O)Nc2ccc(S(=O)(=O)Nc3onc(C)c3C)cc2)n1
Compound	31	32	33	34	35	36
KB-V1 MDR tox	2%	?	-8%	7.3µM*	1%	0%
D3 antag	-22	/	-15	/	3	0
HT1080-NT tox	11%	/	9%[9.24 µM]	/	-5%	4%
GLP1R ag	-9%	-4%	-3%	-4%	-2%	-2%
SW480 rereplic	1%	/	?	/	4%	-2%
HT1080 IDH1KD tx	8%	/	-1%	/	1%	6%
IL-1B inflam inh	42	/	10	/	?	10
KB-3-1 tox	19%	-4%	2%	?	0%	9%
DRD3 agonist	0	-8	-7	-5	3	-4

37. CCOC(=O)c1cc2nc(OCC)nc(OCC)c2[nH]1
38. O=C(NCCOc1ccc2ccccc2c1)c1cncc(Br)c1
39. NS(=O)(=O)c1cc(C(=O)NCCc2ccccn2)ccc1Cl
40. CCNC(=S)N/N=C/c1cn(Cc2ccccc2F)c2ccccc12
41. CCCNC(=O)COC(=O)/C=C/c1ccc(C)o1
42. COc1ccc(OC)c(NC(=O)c2ccc3c(=O)n(CCc4ccccc4)c(=S)[nH]c3c2)c1
Compound	37	38	39	40	41	42
KB-V1 MDR tox	12%	-3%	0%	?	-4%	?
D3 antag	20	-15	-15	-5	6	2
HT1080-NT tox	0%	-5%	-5%	-5%	23%	1%
GLP1R ag	14%	-3%	-3%	14%	1%	-6%
SW480 rereplic	-3%	-1%	6%	-1%	1%	-6%
HT1080 IDH1KD tx	0%	1%	-6%	2%	26%	-12%
IL-1B inflam inh	-6	0	6	-19	31	24
KB-3-1 tox	14%	18%	-7%	-27%	18%	-2%
DRD3 agonist	7	-4	3	0	6	10

43. Cc1ccc2nc(-c3ccccc3NC(=O)CCC(=O)O)c(=O)[nH]c2c1
44. Cc1cccc(NC(=O)c2ccc(OC3CSC3)cc2)c1
45. S=C(NCc1ccccc1)N1CCN(Cc2ccc3c(c2)OCO3)CC1
46. O=C1c2ccccc2C(Nc2ccc(S(=O)(=O)N3CCOCC3)cc2)N1Cc1ccco1 (centres undefined)
Compound	43	44	45	46
KB-V1 MDR tox	-2%	?	0%	-1%
D3 antag	18	0	5	-11
HT1080-NT tox	15%	-8%	0%	-6%
GLP1R ag	-1%	-9%	16%	-5%
SW480 rereplic	3%	/	0%	-1%
HT1080 IDH1KD tx	4%	-16%	-11%	-2%
IL-1B inflam inh	19	-6	-7	-2
KB-3-1 tox	9%	-21%	-7%	0%
DRD3 agonist	3	2	-5	-5

Source: PubChem (National Center for Advancing Translational Sciences (NCATS))
